Source: PubChem BioAssay (Broad Institute)
DENV2 CPE rescue – inhibitors of DENV2 cytopathic effect, primary screen, cell-based, plate reader, single concentration. CPE inhibition, % at 9.99 µM. DENV2-infected cells, cytopathic effect rescue. hit rate 1.7% among 350,000. AID 651640, 2012; in the data active = CPE inhibition above about 20%, passing the limit was not always enough; inconclusive = no clear call, values can overlap the other calls; tested in BHK-21 cells;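 also: 0% = median of neutral control wells and 100% = median of positive control wells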
miR-122 sensor – miR-122 Renilla sensor signal increase in Huh7, primary screen, miR-122 inhibitor project, cell-based, single point, plate reader; Huh7 miR-122 Renilla luciferase sensor, 48 h; neutral wells = 0, positive control = 100; activation (reporter increase), % at 12.5 µM; hit rate 0.3% among 340,000; AID 602342, 2012;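 active = mean replicate activation score at least 90 and every replicate individually at or above 90; inconclusive = only one of the two criteria met; inactive = neither criterion met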;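 also: higher luciferase means less miR-122 activity so hits act as miR-122 inhibitors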
PAX8 reporter – inhibitors of PAX8-driven TPO luciferase reporter, primary screen, RMG-I cells, single concentration; SteadyGlo, 24 h; inhibition, % at 12.6 µM; hit rate 1.2% among 360,000; AID 652154, 2013;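 active = mean replicate inhibition at least 60% with every replicate also reaching 60%; inconclusive = only one of the two criteria is met; inactive = mean below 60% and not all replicates reaching 60%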;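 also: luciferase light reporting Pax8 driven TPO promoter activity; plate controls were median of neutral control wells for no effect and mitoxantrone controls for full effect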
FN deposition inh – inhibitors of fibronectin matrix deposition, primary screen, AH1F cells, Alexa488-fibronectin fluorescence, plate reader | AH1F fibroblasts, overnight | inhibition, % at 12.6 µM | hit rate 0.086% among 350,000;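 active = mean inhibition across replicates of 30% or more, regardless of how many single replicates reach that level; inconclusive = mean under 30% yet at least half of replicates reach 30%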;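 also: positive control wells lacked labelled fibronectin entirely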
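material = AH1F fibroblast monolayer depositing Alexa488-labelled fibronectin into matrix | amount = 10000 AH1F cells/well | buffer or medium = DMEM plus 2% serum, read in PBS | incubation = 1 h cell adhesion before compound, then overnight fibronectin incubation | detection = fluorescence at 485 nm excitation, 525 nm emission | evaluation = percent inhibition as loss of matrix-bound fibronectin fluorescence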
GSIS activator – GLuc luminescence reporter in INS-1E cells, primary screen for activators of glucose-dependent secretion of insulin. INS-1E GLuc reporter insulin secretion, 2-3 h. activation, % at 16.6 µM. AID 743287, 2014. hit rate 0.61% among 370,000;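 active = lowest replicate activation of at least 40%, so every replicate reaches that level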;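 also: 0% = median of neutral control wells and 100% = median of IBMX positive control wells; some compounds called inactive have numbers as strong as hits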
EWS-Fli block – EWS/Fli-driven NR0B1 reporter inhibitors, primary screen, A673 cells, NR0B1 luciferase, luminescence, MLPCN library; inhibition, % at 12.6 µM; hit rate 0.67% among 350,000; viability-normalised; AID 651661, 2012;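 active = mean inhibition of at least 50% after viability correction, with every replicate also passing that limit; inconclusive = mean reaches 50% but only one of two replicates passes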;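 also: firefly luciferase signal divided by Alamar Blue viability fluorescence both relative to DMSO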
F508del corr – F508del CFTR correction, initial screen, CFBE line, single point | activity (quench increase), % at 7.58 µM | AID 720511, 2013 | hit rate 0.36% among 350,000 | CFBE cells, YFP halide quenching; stimulated with forskolin plus potentiator P3; % fluorescence drop versus neutral controls;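 active = mean added fluorescence quench of at least 8% versus neutral control, with both replicates also reaching 8%; inconclusive = only one of the mean or replicate conditions met; inactive = mean below 8% and not both replicates reaching 8%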;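 also: cells transiently co-express mutant CFTR-F508del with the halide-sensitive YFP; corrector assay measuring rescue of mutant channel to the surface after 24 h compound exposure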
* hit, by the source's call; [ ] = dose if it differs, or a comment.

For COc1ccc(NC(=O)Nc2ccc3c(c2)C(=O)N([C@H](C)CO)C[C@H](C)[C@@H](CN(C)C(=O)NC(C)C)OCCCC[C@H](C)O3)cc1 the results were DENV2 CPE rescue 2, miR-122 sensor -2[16.7 µM], PAX8 reporter -14, FN deposition inh -3, GSIS activator 6, EWS-Fli block 6 and F508del corr 0.5.
`CCn1c(SCC(=O)Nc2ccc3c(c2)OCCO3)nnc1-c1cccnc1` gave DENV2 CPE rescue -5, miR-122 sensor -2, PAX8 reporter 7, FN deposition inh 2, GSIS activator -7, EWS-Fli block -16 and F508del corr 0.1.
For Cc1ccc(CN(Cc2cc3cccc(C)c3[nH]c2=O)C(=S)NCCCN(C)C)cc1 the results were DENV2 CPE rescue -1, PAX8 reporter -2, FN deposition inh -1, GSIS activator -2, EWS-Fli block 1 and F508del corr -2.9.
Screening COC(=O)c1sc(NC(=O)/C=C/c2ccccc2Cl)nc1C returned DENV2 CPE rescue -7, PAX8 reporter -12, GSIS activator 7, EWS-Fli block -25 and F508del corr 0.6.
Screening C/C(=N/NC(=O)c1ccncc1)c1ccccc1 returned DENV2 CPE rescue 1, miR-122 sensor -3, PAX8 reporter -2, FN deposition inh 5, GSIS activator 10, EWS-Fli block -34 and F508del corr -6.6.
Screening O=C(N/N=C/c1ccc(O)cc1)c1cc(C23CC4CC(CC(C4)C2)C3)[nH]n1 returned DENV2 CPE rescue -1, PAX8 reporter 12, FN deposition inh 2, GSIS activator -6, EWS-Fli block -1 and F508del corr 1.6.
For COc1ccccc1/C=C/C(=O)c1c2c(c(C)[nH]c1=O)CCCC2 the results were DENV2 CPE rescue 3, miR-122 sensor 36, FN deposition inh -13, GSIS activator -3, EWS-Fli block 15 and F508del corr -7.8.
O=C(NCCCN1CCCC1=O)Nc1ccccc1Cl was read as DENV2 CPE rescue -1, miR-122 sensor -3, PAX8 reporter -28, FN deposition inh 17, GSIS activator 5, EWS-Fli block -5 and F508del corr -3.0.
Screening CCOc1ccccc1NS(=O)(=O)c1ccc2oc(=O)ccc2c1 returned DENV2 CPE rescue 2, miR-122 sensor 33, PAX8 reporter 7, FN deposition inh 1, GSIS activator 8, EWS-Fli block -24 and F508del corr 0.6.
`C=CCNC(=S)N(CC=C)C1CCS(=O)(=O)C1` (configuration not stated) gave miR-122 sensor -5, PAX8 reporter 12, FN deposition inh -2 and GSIS activator 19.
CSc1ccccc1C(=O)C1CCCN(S(=O)(=O)N(C)C)C1 (configuration not stated) was read as DENV2 CPE rescue -2, PAX8 reporter -8, FN deposition inh 7, GSIS activator -5, EWS-Fli block 5 and F508del corr -0.1.
CCC(Oc1ccccc1)C(=O)OCC(=O)Nc1c(C)nn(-c2ccccc2)c1C (configuration not stated) was read as DENV2 CPE rescue 10, miR-122 sensor -1, PAX8 reporter 1, FN deposition inh 12, GSIS activator -14, EWS-Fli block -1 and F508del corr -3.2.
`CCC(C)C(=O)Nc1ccc(S(=O)(=O)N2CCCC2)cc1` (configuration not stated) gave DENV2 CPE rescue 3, miR-122 sensor 1, PAX8 reporter 10, FN deposition inh 0, GSIS activator 2, EWS-Fli block 10 and F508del corr -4.0.
O=C(c1ccc2c(c1)N(Cc1ccc(F)cc1)C(=O)CS2)N1CCOCC1 was read as miR-122 sensor 5, FN deposition inh 8 and GSIS activator 5.
Screening COC(=O)c1c(NC(=O)c2cccnc2Cl)sc(C(=O)N(C)C)c1C returned miR-122 sensor 1, PAX8 reporter 1, FN deposition inh 15 and GSIS activator 44.
For CCCCN(C(=O)C1CC(=O)N(CCc2ccc(OC)c(OC)c2)C1)c1c(N)n(CC(C)C)c(=O)[nH]c1=O (configuration not stated) the results were DENV2 CPE rescue -1, miR-122 sensor -3, PAX8 reporter 4, FN deposition inh 2, GSIS activator 2, EWS-Fli block -5 and F508del corr 1.8.
`Cc1ccc(/C=N/NC(=O)CSc2ccccn2)o1` gave DENV2 CPE rescue 3, PAX8 reporter 6, FN deposition inh 0, EWS-Fli block -2 and F508del corr 0.3.
`COc1cccc(S(=O)(=O)N(C)C[C@@H]2Oc3cc(C4=CCCC4)ccc3S(=O)(=O)N([C@@H](C)CO)C[C@H]2C)c1` gave DENV2 CPE rescue -4, miR-122 sensor 29[16.7 µM], PAX8 reporter 20, FN deposition inh 10, GSIS activator 43, EWS-Fli block 22 and F508del corr 9.3*.
`C/C(=N\NC(=O)c1nn(C)cc1Br)c1ccncc1` gave PAX8 reporter -3, FN deposition inh -3 and GSIS activator 6.
Screening CO[C@@H]1CC[C@@H]2CCN(C)C(=O)C[C@@H](c3ccccc3)CN(C)C(=O)c3cc(C#N)ccc3OC[C@@H]1O2 returned PAX8 reporter -6, FN deposition inh -2, GSIS activator -5 and EWS-Fli block 0.
For Cc1nc2ccc(S(=O)(=O)NCC(=O)N(C)Cc3ccccc3)cc2s1 the results were DENV2 CPE rescue -9, PAX8 reporter -8, FN deposition inh -11, GSIS activator 7, EWS-Fli block 13 and F508del corr 2.0.
O=C(Cc1nnc(NC(=O)c2cccc([N+](=O)[O-])c2)s1)NCc1ccccc1 was read as DENV2 CPE rescue -2, miR-122 sensor 2, PAX8 reporter -1, FN deposition inh -2, GSIS activator 4 and F508del corr 0.8.
Screening O=C(NCc1ccc(Cl)cc1)C1CCN(S(=O)(=O)c2cccs2)CC1 returned DENV2 CPE rescue 5, miR-122 sensor -4, PAX8 reporter -3, FN deposition inh 8, GSIS activator 4, EWS-Fli block 6 and F508del corr -0.2.
Screening COc1ccccc1C(=O)n1nc(-c2cccnc2)nc1N returned DENV2 CPE rescue inconclusive, miR-122 sensor -6, PAX8 reporter -20, FN deposition inh -8, GSIS activator 2, EWS-Fli block -6 and F508del corr 3.4.
`CC(C)C[C@H]1CN([C@@H](CC(C)C)CN2CCC[C@H]2CN2C(=O)C(=O)NC[C@@H]2Cc2ccc(O)cc2)C(=O)C(=O)N1CCc1ccccc1` gave DENV2 CPE rescue -8, PAX8 reporter -11, FN deposition inh 8, GSIS activator -8, EWS-Fli block 0 and F508del corr 1.6.
S=C(Nc1ccccc1)N1CCN(c2ccccc2)CC1 was read as DENV2 CPE rescue -2, miR-122 sensor 0, PAX8 reporter -8, FN deposition inh 5, GSIS activator -16, EWS-Fli block -10 and F508del corr -1.2.
Screening COc1ccc(C(CNCC(O)COc2c(C)ccc(C)c2C)N(C)C)cc1 (configuration not stated) returned DENV2 CPE rescue -3, miR-122 sensor 10, PAX8 reporter 7, FN deposition inh -1, GSIS activator -25, EWS-Fli block 17 and F508del corr 0.9.
Screening CCN(c1ccccc1)S(=O)(=O)c1ccc(Cl)c(NC(=O)CNC(C)c2ccccc2)c1 (configuration not stated) returned DENV2 CPE rescue 3, miR-122 sensor 6, PAX8 reporter 31, FN deposition inh -6, GSIS activator -50, EWS-Fli block 11 and F508del corr 3.7.
COc1ccc(NC(=O)N(C)C[C@H]2OCc3ccccc3-c3c(n(C)c4ccccc34)C(=O)N([C@H](C)CO)C[C@@H]2C)c(OC)c1 was read as DENV2 CPE rescue 3, PAX8 reporter 41, FN deposition inh 5, GSIS activator -15, EWS-Fli block 17 and F508del corr 3.5.
CO[C@H](CN(C)C(=O)c1ccccc1F)[C@@H](C)CN([C@H](C)CO)S(=O)(=O)c1ccc(Cl)cc1 was read as DENV2 CPE rescue 0, FN deposition inh 1, GSIS activator -3, EWS-Fli block -4 and F508del corr 1.5.
Screening N#C[C@H]1[C@H](c2ccccc2-c2ccc(F)cc2)[C@@H](CO)N1C(=O)NC1CCCCC1 returned DENV2 CPE rescue -4, PAX8 reporter -8, FN deposition inh -6, GSIS activator -4, EWS-Fli block 5 and F508del corr -2.6.
CN(C)CCNC(=O)c1ccccc1-c1ccccc1 was read as miR-122 sensor -4, PAX8 reporter 6 and FN deposition inh -9.
`CCn1nccc1NC(=O)c1csc([C@@H]2C[C@H](O)[C@@H](CO)O2)n1` gave DENV2 CPE rescue 1, miR-122 sensor -1, PAX8 reporter -8, FN deposition inh 4, GSIS activator 35, EWS-Fli block 6 and F508del corr -2.1.
For COCC(=O)Nc1ccc2c(c1)C(=O)N(C)C[C@H](OC)[C@H](C)CN(C(=O)c1cnccn1)[C@@H](C)CO2 the results were DENV2 CPE rescue 4, miR-122 sensor 3[16.7 µM], FN deposition inh 3, GSIS activator 11, EWS-Fli block -4 and F508del corr -0.9.
CN(CCC#N)CC(=O)Nc1ccc(S(N)(=O)=O)cc1 was read as DENV2 CPE rescue -8, miR-122 sensor -7, PAX8 reporter 5, FN deposition inh 6, GSIS activator -1, EWS-Fli block 4 and F508del corr -0.3.
For COc1ccc(NC(=O)C(c2ccc(C)cc2)N(C)C(=O)CC2NC(=O)NC2=O)cc1 (configuration not stated) the results were miR-122 sensor 3, PAX8 reporter -11, FN deposition inh -3 and GSIS activator 14.
For COc1ccc(C2=Nc3ccccc3NC(=O)C2N(Cc2ccc(F)cc2)C(=O)c2ccco2)cc1 (configuration not stated) the results were DENV2 CPE rescue -2, miR-122 sensor 10, PAX8 reporter 16, FN deposition inh -7, GSIS activator 4, EWS-Fli block -34 and F508del corr -2.6.
Screening O=C1C2C(C(=O)N1CCc1ccccc1)C1C=CC2C12CC2 (configuration not stated) returned DENV2 CPE rescue -2, miR-122 sensor -5, GSIS activator -4, EWS-Fli block -20 and F508del corr -2.5.
`CC(C)(O)C#Cc1ccc([C@@H]2[C@H](CO)N3CCCCN(C(=O)c4cccnc4)C[C@@H]23)cc1` gave DENV2 CPE rescue 1, miR-122 sensor -1[16.7 µM], PAX8 reporter -3, GSIS activator 13, EWS-Fli block -17 and F508del corr -1.2.
Cc1nc2ccccc2c(=O)n1NC(=O)c1cccnc1Cl was read as DENV2 CPE rescue -4, PAX8 reporter -1, FN deposition inh 5, GSIS activator -4, EWS-Fli block -1 and F508del corr 3.5.
For CCn1nnnc1SCC(=O)Nc1nc2ccccc2s1 the results were DENV2 CPE rescue 3, PAX8 reporter -15, GSIS activator 6, EWS-Fli block -2 and F508del corr 3.5.
Screening c1cncc(-c2noc(-c3ccc4ccccc4c3)n2)c1 returned DENV2 CPE rescue -3, miR-122 sensor -6, PAX8 reporter -127, FN deposition inh -8, EWS-Fli block 4 and F508del corr 1.9.
`COC(=O)c1ccc(-c2noc(CN(C)CCC3CCCCO3)n2)cc1` (configuration not stated) gave DENV2 CPE rescue -3, PAX8 reporter 6, FN deposition inh 6, GSIS activator -30, EWS-Fli block -2 and F508del corr -1.9.
`Cc1ccc(S(=O)(=O)N(Cc2cc3ccccc3[nH]c2=O)CC2CCCO2)cc1` (configuration not stated) gave DENV2 CPE rescue -4, miR-122 sensor 6, PAX8 reporter 1, FN deposition inh 4, GSIS activator 8, EWS-Fli block -3 and F508del corr 1.3.

Random excerpt: 3 entries already listed.
`CC(C)(O)C#Cc1ccc([C@@H]2[C@H](CO)N3CCCCN(C(=O)c4cccnc4)C[C@@H]23)cc1` gave DENV2 CPE rescue 1, miR-122 sensor -1[16.7 µM], PAX8 reporter -3, GSIS activator 13, EWS-Fli block -17 and F508del corr -1.2.
Cc1nc2ccccc2c(=O)n1NC(=O)c1cccnc1Cl was read as DENV2 CPE rescue -4, PAX8 reporter -1, FN deposition inh 5, GSIS activator -4, EWS-Fli block -1 and F508del corr 3.5.
For COc1ccc(C2=Nc3ccccc3NC(=O)C2N(Cc2ccc(F)cc2)C(=O)c2ccco2)cc1 (configuration not stated) the results were DENV2 CPE rescue -2, miR-122 sensor 10, PAX8 reporter 16, FN deposition inh -7, GSIS activator 4, EWS-Fli block -34 and F508del corr -2.6.
